Screens from PubChem.
USP1-UAF1 inh: inhibitors of human USP1/UAF1 deubiquitinase. 390,000 tested, 0.23% active. AID 743255. Potency, µM (doses to about 57.1 µM), inactives show at the highest dose activity change, negative = inhibition, usual class: inhibitors. recombinant USP1/UAF1, Ub-Rhodamine cleavage fluorescence; note: potency is the fitted concentration of half-maximal effect; % is set by controls: 0 for no effect and ±100 for the full control effect; nearly all actives have a fitted effect of over 60% in size; inactives centre near -12
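High-throughput fluorogenic screen: 1nM USP1/UAF1 complex, Ub-Rho substrate 150nM final, 50mM HEPES pH 7.8 with 0.5mM EDTA, 0.1 mg/ml BSA, 1mM TCEP and 0.01% Tween-20.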
TRHR agonist: activates the human TRH receptor; AID 493084; TRHR cells, calcium flux fluo-8, FDSS agonist mode; activation, % at 2 µM; 360,000 tested, 0.18% active; in the data active = activation above about 30%; note: 0% is about no effect
Target sequence (P34981 whole entry, looked up): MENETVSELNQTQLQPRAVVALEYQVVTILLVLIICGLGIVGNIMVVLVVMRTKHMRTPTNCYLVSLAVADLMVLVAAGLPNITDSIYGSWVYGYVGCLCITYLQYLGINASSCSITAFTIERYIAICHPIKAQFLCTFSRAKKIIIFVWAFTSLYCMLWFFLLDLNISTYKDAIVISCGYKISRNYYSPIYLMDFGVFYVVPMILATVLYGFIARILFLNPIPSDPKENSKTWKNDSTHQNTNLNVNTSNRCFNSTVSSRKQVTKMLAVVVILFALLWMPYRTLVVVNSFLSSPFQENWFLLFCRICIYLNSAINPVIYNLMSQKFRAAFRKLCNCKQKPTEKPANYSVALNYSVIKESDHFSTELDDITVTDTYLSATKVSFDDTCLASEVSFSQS
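TRHR-expressing cells, plated overnight in medium with 10% serum, were loaded with fluo-8 calcium dye at room temperature. After a 10 s baseline, library compound was pin-added and calcium release was recorded kinetically (ex 480/em 530) as agonist response.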
TrxR1 inh: rat TrxR1 inhibition | O89049 | recombinant rTrxR1, NADPH fluorescence consumption, selenite substrate | Potency, µM (doses to about 114 µM), for inactives: top-dose activity change, negative = inhibition, usual class: inhibitors | 390,000 tested, 1% active | AID 588453; note: potency is the fitted concentration of half-maximal effect; % is set by controls: 0 for no effect and ±100 for the full control effect; nearly all actives have a fitted effect of over 65% in size
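Rat TrxR1 (90 nM in the dispensed reagent) was pre-reduced with 400 uM NADPH for 5 min at room temperature, then incubated with compound for 15 min. After 400 uM selenite was added, NADPH fluorescence (Ex 340/Em 450 nm) was followed for 8 min.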
D2 agonist: activates the human D2 dopamine receptor | P14416 | HEK293 T-REx D2 cells, calcium flux agonist mode | activation, % at 2 µM | 340,000 tested, 0.53% active | AID 485358;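 active = activation over 3 SD above normal in the single-dose calcium agonist read, cut at about 30% in these data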; note: 0% is about no effect
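Calcium-flux readout, 1 cycle/sec over 180 s following compound pin transfer, in inducible HEK293 Trex D2 cells (force-coupled); dopamine controls included. Positive calcium responses during this window marked compounds as potential agonists.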
TRHR PAM: TRH receptor (human) allosteric enhancement; P34981; TRHR cells, fluo-8 calcium fluorescence, EC20 TRH enhancement; enhancement, % at 2 µM; 360,000 tested, 0.66% active; AID 493056; in the data active = enhancement above about 30%; note: 0% is about no effect
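TRHR-expressing cells loaded with fluo-8 calcium dye were read kinetically (ex 480/em 530) during compound addition, then stimulated with an EC20 of TRH (10 nM final). Enhancement of the Gq-mediated intracellular calcium response was scored.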
PI4K2A block: inhibitors of human PI4K2A. Q9BTU6. purified PI4K2A, ADP-Glo luminescence, 1 h; hits give low values. activity change, negative = inhibition, % at 76.9 µM. 420,000 tested, 0.13% active. AID 1346378; in the data active = activity change below about -50%; inconclusive = mostly about -30% to -49%;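 note: -100% = wells without enzyme as full effect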
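Compounds are screened against recombinant PI4K2A using PI as substrate and ATP, the latter dispensed at 300 microM. Reactions run one hour at ambient temperature before ADP-Glo detection; full inhibition defined by wells lacking enzyme.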
D2 antag: D2 dopamine receptor (human) antagonism; P14416; AID 485344; 340,000 tested, 2% active; inhibition, % at 10 µM; HEK293 TREx D2 cells, calcium flux, dopamine EC80; in the data active = inhibition above about 30%; note: 0% is about no effect
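Measurement of antagonist activity uses fluorescent calcium dye in inducible HEK293 T-REx D2 cells: 10 s baseline, compound addition with 180 s read, EC80 dopamine addition with a further 180 s read.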
TrxR1 substrate: rat thioredoxin reductase 1 substrate activity. O89049. purified TrxR1 substrate turnover, NADPH consumption readout. Potency, µM (series often up to 114 µM), for the others: at the top dose activity change, negative = substrate turnover. 390,000 tested, 0.01% active; note: potency is the fitted concentration of half-maximal effect; % is set by controls: 0 for no effect and ±100 for the full control effect; nearly all actives have a fitted effect of over 50% in size
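Rat TrxR1, dispensed at 90 nM, was prereduced with 400 uM NADPH (final) for 5 min at ~22 deg C, then incubated with compound 15 min before 400 uM selenite. A first-read NADPH fluorescence drop versus no-compound background flagged substrates.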
mIDH1 inhibitor: blocks human mutant IDH1 R132H enzyme | IDH1-R132H enzyme, NADPH consumption, diaphorase/resazurin fluorescence | Potency, µM (top dose mostly 76.6 µM), inactives show at the top dose activity change, negative = inhibition, actives largely listed as inhibitors | 390,000 tested, 0.093% active; note: potency is the fitted concentration of half-maximal effect; % is set by controls: 0 for no effect and ±100 for the full control effect; nearly all actives have a fitted effect of over 65% in size
Target sequence (O75874 whole entry R132H, stated change not applied): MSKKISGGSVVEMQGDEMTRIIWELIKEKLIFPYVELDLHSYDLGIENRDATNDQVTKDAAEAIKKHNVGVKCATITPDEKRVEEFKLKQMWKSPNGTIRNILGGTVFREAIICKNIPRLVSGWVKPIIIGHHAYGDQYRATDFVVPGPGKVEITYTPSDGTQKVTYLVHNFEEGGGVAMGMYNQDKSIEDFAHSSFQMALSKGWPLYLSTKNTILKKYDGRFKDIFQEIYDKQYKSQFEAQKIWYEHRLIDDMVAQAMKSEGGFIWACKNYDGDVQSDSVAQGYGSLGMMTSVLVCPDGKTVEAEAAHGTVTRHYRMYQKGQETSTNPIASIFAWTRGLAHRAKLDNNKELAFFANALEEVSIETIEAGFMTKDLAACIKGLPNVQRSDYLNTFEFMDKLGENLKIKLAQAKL
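IDH1-R132H (0.5 ug/mL dispensed) in pH 7.5 Tris buffer was preincubated 30 min with compound, then given a substrate mix of 0.016 mM NADPH and 2 mM alpha-KG for 80 min at room temperature; remaining NADPH was read by diaphorase/resazurin fluorescence.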
The depositor's hits bear a star; ? = inconclusive; . = no result given; [ ] = remark or other dose. Unless noted, calls come from the whole dose curve; as a rule, active = well fitted inhibition curve with a large enough effect; inconclusive = small, poorly fitted or top-dose-only effect; inactive = no such curve, though single readings can be large or run the other way.

1) CC1CC2(NC(=O)NC2=O)C(C)CN1C (stereo unspecified)
2) O=C1c2cccnc2C(=O)N1Cc1ccc(S(=O)(=O)N2CCN(c3ccccc3)CC2)cc1
3) Cc1ccc(N2CCN(S(=O)(=O)c3ccc(Cl)c4ccccc34)CC2)c(C)c1
4) CCOC(=O)c1cc(-c2ccccc2)n(CC(=O)N2CCCC2)c1C
5) COC(=O)C1(Cc2ccc(O)cc2)OC(=O)C(O)=C1c1ccc(O)cc1 (stereo unspecified)
6) Cn1cc(-c2cccc(C(F)(F)F)c2)cc(C#N)c1=O
compound no.	1	2	3	4	5	6
USP1-UAF1 inh	-20%	-23%	-31%	-9%	1%	-22%
TRHR agonist	0.5	-0.2	0.7	-0.1	-0.3	-0.3
TrxR1 inh	1%	21%	25%[11.4 µM]	-5%	-24%	0%[57.1 µM]
D2 agonist	0.7	-1.2	0.3	-0.4	-1.4	0.4
TRHR PAM	0	4	8	-7	-7	-6
PI4K2A block	3	10	-4	4	-3	1
D2 antag	-8	-10	.	-16	-18	2
TrxR1 substrate	-2%	3%	2%	-5%	-2%	69%
mIDH1 inhibitor	-1%	-3%	0%	1%	-2%	-6%

7) O=C(COC(=O)COc1ccccc1F)Nc1cccc(S(=O)(=O)N2CCCCC2)c1
8) COc1cc(NC(=O)CN2C(=O)NC(C)(c3ccc(OC(F)F)cc3)C2=O)cc(OC)c1OC (stereo unspecified)
9) COc1ccc(C(C(=O)NC2CCCC2)N(Cc2ccc(C)cc2)C(=O)c2ccn[nH]2)cc1OC (stereo unspecified)
10) O=C(C1CC1)N1CCN(c2nc3ccccc3s2)CC1
11) Cc1csc2nc(CNS(=O)(=O)c3ccc(-c4ccccc4)cc3)cn12
12) COC(=O)c1cc(C(=O)OCC(=O)Nc2ccccc2OC(F)F)cc([N+](=O)[O-])c1
compound no.	7	8	9	10	11	12
USP1-UAF1 inh	-7%	-9%	-2%	8%	?	-21%
TRHR agonist	.	0.0	-0.2	0.0	-1.1	-1.2
TrxR1 inh	-3%	-1%	15%[57.1 µM]	22%	7%[57.1 µM]	-3%[57.1 µM]
D2 agonist	.	.	-0.2	0.1	-0.6	-0.6
TRHR PAM	.	0	5	-3	-4	-9
PI4K2A block	-2	-17	4	1	4	-1
D2 antag	.	.	-5	-1	4	-3
TrxR1 substrate	-16%	4%[0.457 µM]	4%[57.1 µM]	4%	7%[57.1 µM]	7%[57.1 µM]
mIDH1 inhibitor	4%	0%	1%	-2%	-14%	1%

13) COc1ccc(NC2=NCC(=O)N2c2ccccc2F)c(OC)c1
14) Cc1nnc(N)nc1C
15) CSc1nc2c(c(=O)[nH]1)C(c1ccc(C(F)(F)F)cc1)CC(=O)N2 (stereo unspecified)
16) CCNC(=O)CC1C(=O)N(c2ccc(F)cc2)C(=O)N1CCC(C)C (stereo unspecified)
17) C=C(C)CSc1nc2c(c(=O)[nH]c(=O)n2C)n1Cc1ccccc1
18) COc1ccc(N2CCN(Cc3nnc(-c4ccc5c(c4)OCO5)o3)CC2)cc1
compound no.	13	14	15	16	17	18
USP1-UAF1 inh	-5%	-2%	1%	-1%	-13%	-1%
TRHR agonist	-0.2	0.5	0.2	0.7	-1.6	0.5
TrxR1 inh	6%	11%[57.1 µM]	16%[11.4 µM]	24%	-3%	10%
D2 agonist	-0.3	1.0	1.7	-3.0	1.7	0.4
TRHR PAM	0	-3	0	-4	-1	1
PI4K2A block	-3	8	2	-10	-4	-1
D2 antag	-2	16	-4	23	7	.
TrxR1 substrate	6%	6%[57.1 µM]	12%[57.1 µM]	6%	-10%	6%
mIDH1 inhibitor	3%	0%	-4%	15%	-1%	14%

Ten of the compounds above, tab-delimited:
#	SMILES	USP1-UAF1 inh	TRHR agonist	TrxR1 inh	D2 agonist	TRHR PAM	PI4K2A block	D2 antag	TrxR1 substrate	mIDH1 inhibitor
9	COc1ccc(C(C(=O)NC2CCCC2)N(Cc2ccc(C)cc2)C(=O)c2ccn[nH]2)cc1OC (stereo unspecified)	-2%	-0.2	15%[57.1 µM]	-0.2	5	4	-5	4%[57.1 µM]	1%
10	O=C(C1CC1)N1CCN(c2nc3ccccc3s2)CC1	8%	0.0	22%	0.1	-3	1	-1	4%	-2%
11	Cc1csc2nc(CNS(=O)(=O)c3ccc(-c4ccccc4)cc3)cn12	?	-1.1	7%[57.1 µM]	-0.6	-4	4	4	7%[57.1 µM]	-14%
12	COC(=O)c1cc(C(=O)OCC(=O)Nc2ccccc2OC(F)F)cc([N+](=O)[O-])c1	-21%	-1.2	-3%[57.1 µM]	-0.6	-9	-1	-3	7%[57.1 µM]	1%
13	COc1ccc(NC2=NCC(=O)N2c2ccccc2F)c(OC)c1	-5%	-0.2	6%	-0.3	0	-3	-2	6%	3%
14	Cc1nnc(N)nc1C	-2%	0.5	11%[57.1 µM]	1.0	-3	8	16	6%[57.1 µM]	0%
15	CSc1nc2c(c(=O)[nH]1)C(c1ccc(C(F)(F)F)cc1)CC(=O)N2 (stereo unspecified)	1%	0.2	16%[11.4 µM]	1.7	0	2	-4	12%[57.1 µM]	-4%
16	CCNC(=O)CC1C(=O)N(c2ccc(F)cc2)C(=O)N1CCC(C)C (stereo unspecified)	-1%	0.7	24%	-3.0	-4	-10	23	6%	15%
17	C=C(C)CSc1nc2c(c(=O)[nH]c(=O)n2C)n1Cc1ccccc1	-13%	-1.6	-3%	1.7	-1	-4	7	-10%	-1%
18	COc1ccc(N2CCN(Cc3nnc(-c4ccc5c(c4)OCO5)o3)CC2)cc1	-1%	0.5	10%	0.4	1	-1	.	6%	14%

Additional entries.
19) C=CCNC(=S)N1CCOCC1
20) CCOc1ccc2c(c1)C(=NNC(=O)c1ccncc1)c1cc(OCC)ccc1-2
21) CCNC(=O)C(CC(C)C)NC(=O)C(CO)NC(=O)C1CCC(=O)N1 (stereo unspecified)
22) CN(C)c1cccc(C(=O)N/C=C/n2cnc3cc(C(F)(F)F)ccc32)c1
23) COc1ccc(OC)c(S(=O)(=O)NC2CCN(Cc3ccccc3)CC2)c1
24) Cc1c(C(=O)Nc2cccc(S(=O)(=O)N3CCCC3)c2)oc2ccccc12
compound no.	19	20	21	22	23	24
USP1-UAF1 inh	-12%	-11%	-8%	-19%	-4%	-15%
TRHR agonist	0.8	-0.3	0.3	0.0	0.3	-0.2
TrxR1 inh	-37%	0%[57.1 µM]	6%	5%	27%	25%[57.1 µM]
D2 agonist	0.7	0.6	-0.4	0.0	-0.1	-1.0
TRHR PAM	1	35*	3	-7	-3	12
PI4K2A block	-3	5	2	-19	-1	6
D2 antag	4	12	-3	-2	-7	-4
TrxR1 substrate	11%[57.1 µM]	-1%[57.1 µM]	-3%	-1%	6%[57.1 µM]	0%[57.1 µM]
mIDH1 inhibitor	16%	8%	-22%	19%	-1%	12%

25) Cc1cc(C(=O)N(C)Cc2ccc(Br)cc2)no1
26) Cc1onc(-c2c(Cl)cccc2Cl)c1C(=O)Nc1ccc(N2CCOCC2)cc1
27) Cc1cccc(-n2c(SCC(=O)N3CCCC3)nnc2-c2ccccn2)c1C
28) Cc1cccc(C(=O)N2CC3(C)CC2CC(C)(C)C3)c1 (stereo unspecified)
29) CCCCCCc1ccc(-c2ncc(N)cn2)cc1
30) COc1ccc(-n2nc(C(=O)Nc3ccccn3)c3c4ccccc4n(C)c3c2=O)cc1
compound no.	25	26	27	28	29	30
USP1-UAF1 inh	-2%	-1%	-18%	-19%	-16%	-13%
TRHR agonist	-1.0	-0.8	0.2	0.3	1.7	0.4
TrxR1 inh	4%	-1%[57.1 µM]	-3%	-5%	17%	16%
D2 agonist	-1.7	0.4	-1.0	0.1	0.8	-0.1
TRHR PAM	-1	0	8	-6	7	3
PI4K2A block	5	-3	-1	6	0	-2
D2 antag	2	14	-1	-5	3	.
TrxR1 substrate	-7%	2%[57.1 µM]	-3%	-1%	6%	7%
mIDH1 inhibitor	7%	1%	-2%	10%	5%	.

31) COc1ccc(-c2csc3ncnc(N4CCN(C(=O)c5ccco5)CC4)c23)cc1
32) CC1CCN(S(=O)(=O)c2ccc3c(c2)CCN3C(=O)CCC(=O)O)CC1
33) CC(=O)N1CCCc2cc(S(=O)(=O)NC(C(=O)NCc3ccc(C)cc3)C(C)C)ccc21 (stereo unspecified)
34) Cc1ncoc1C(=O)N1CCCC(N2CCN(c3cccc(C(F)(F)F)c3)CC2)C1 (stereo unspecified)
35) CCCNc1sc(S(=O)(=O)CCC)nc1S(=O)(=O)c1ccc(C)cc1
36) C=CCN=C1SCC(=O)N1S(=O)(=O)c1ccccc1
compound no.	31	32	33	34	35	36
USP1-UAF1 inh	-18%	-6%	-23%	-13%	-7%	-21%
TRHR agonist	-0.2	0.6	-0.1	-0.8	0.2	1.1
TrxR1 inh	56µM*	23%	-4%	-1%	14%	5%
D2 agonist	-0.5	-0.5	1.2	-0.5	13	1.6
TRHR PAM	-4	-3	17	1	-5	2
PI4K2A block	-2	7	0	-1	2	-1
D2 antag	25	10	-4	10	8	-7
TrxR1 substrate	9%	4%	-4%	3%	-2%	1%
mIDH1 inhibitor	11%	1%	6%	0%	7%	3%

37) CCc1nnc(NC(=O)c2cccc(S(=O)(=O)N3CCN(c4ccccc4)CC3)c2)s1
38) CN(c1ccccc1)S(=O)(=O)c1ccc(Cl)c(C(=O)OCC(=O)NCc2ccco2)c1
39) COc1cc(C2NC(=O)NC3=C2C(=O)OC3)cc(OC)c1OC (stereo unspecified)
40) CC(C)C1=NN2C(=N)CC(=O)N=C2S1
compound no.	37	38	39	40
USP1-UAF1 inh	-11%	-17%	-21%	-10%
TRHR agonist	-0.5	-0.5	-0.4	1.7
TrxR1 inh	7%	?	-8%	?
D2 agonist	0.4	-1.4	1.2	.
TRHR PAM	-2	-7	0	6
PI4K2A block	5	-11	4	-3
D2 antag	-29	-4	8	.
TrxR1 substrate	-1%	6%	-7%	0%
mIDH1 inhibitor	1%	-4%	-2%	1%
